# Neddylation inh = blocks human cullin neddylation | P61081+Q13564 | TR-FRET cullin neddylation, biochemical | calls only at 25 µM | hit rate 0.58% among 360,000; in the data active means inhibition above about 36%
# Target sequence (P61081 whole entry, looked up): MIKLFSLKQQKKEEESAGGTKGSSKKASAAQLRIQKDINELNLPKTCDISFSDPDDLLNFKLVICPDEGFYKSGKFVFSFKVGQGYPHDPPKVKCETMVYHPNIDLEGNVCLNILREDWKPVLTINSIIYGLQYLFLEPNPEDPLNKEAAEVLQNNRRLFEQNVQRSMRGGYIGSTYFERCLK
# Target sequence (Q13564 whole entry, looked up): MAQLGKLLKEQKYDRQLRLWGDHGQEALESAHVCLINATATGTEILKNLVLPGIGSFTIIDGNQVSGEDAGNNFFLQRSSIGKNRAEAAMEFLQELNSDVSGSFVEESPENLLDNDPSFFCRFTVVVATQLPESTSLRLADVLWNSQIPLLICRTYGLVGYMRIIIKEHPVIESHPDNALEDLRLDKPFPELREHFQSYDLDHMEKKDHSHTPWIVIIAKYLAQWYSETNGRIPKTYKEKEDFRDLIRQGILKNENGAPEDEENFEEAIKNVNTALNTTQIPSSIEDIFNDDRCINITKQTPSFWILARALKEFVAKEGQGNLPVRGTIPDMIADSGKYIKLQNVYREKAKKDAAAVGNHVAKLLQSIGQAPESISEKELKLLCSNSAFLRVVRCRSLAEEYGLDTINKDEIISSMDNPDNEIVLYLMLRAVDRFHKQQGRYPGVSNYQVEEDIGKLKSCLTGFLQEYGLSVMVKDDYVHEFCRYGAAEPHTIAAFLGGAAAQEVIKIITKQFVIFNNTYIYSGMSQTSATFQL
# LMPTP inh = blocks human LMPTP phosphatase; P24666; recombinant LMPTP-A, OMFP fluorogenic substrate, fluorescence intensity; inhibition, % at 20 µM; hit rate 0.22% among 360,000; AID 651560;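 active means compounds that cut the enzyme signal by at least half of the control window in the single-dose screen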;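 further: plate controls were DMSO wells with enzyme plus substrate for no effect and substrate without enzyme for full effect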
# Target sequence (P24666 whole entry, looked up): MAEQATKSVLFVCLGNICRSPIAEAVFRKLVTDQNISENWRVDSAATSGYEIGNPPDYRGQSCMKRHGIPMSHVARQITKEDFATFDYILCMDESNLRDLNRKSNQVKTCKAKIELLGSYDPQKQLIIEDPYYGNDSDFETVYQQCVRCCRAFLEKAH
#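 Test system: LMPTP-A phosphatase enzyme. Amount: LMPTP-A at 0.625 nM final in the reaction. Reagent: OMFP substrate, 400 µM final. Times: 50 min at room temperature. Signal: endpoint fluorescence intensity from OMFP dephosphorylation. Read-out basis: % inhibition. Benchmarks: no-enzyme and uninhibited controls.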
# SKN-1 inh = blocks SKN-1 activity in C. elegans | C. elegans VP596 Pgst-4::GFP/RFP ratio, acrylamide-induced, 24 h | inhibition, % at 21.8 µM | hit rate 0.49% among 360,000;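 active means interference check ratio from 0.5 to 1.5 plus GFP to RFP signal ratio inhibition reaching or exceeding a fixed threshold, cut at about 30% in these data, passing the limit was not always enough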; further: some compounds called inactive have numbers as strong as hits
# NRP1-CendR mod = modulators of CendR peptide binding to human neuropilin-1; FAM-RPARPAR peptide binding to NRP-1, fluorescence polarization; hit rate 0.85% among 360,000; inhibition, % at 25 µM; O14786;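 active means inhibition or corrected inhibition above about 18%, plus a signal ratio from 0.5 to 1.5, limit read from the data, passing the limit was not always enough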; further: strong numbers were not always called active
# Scp-1 inhibitor = inhibitors of human Scp-1 phosphatase. inhibition, % at 20 µM. Recombinant Scp1, phosphopeptide, malachite green phosphate absorbance. Q9GZU7. hit rate 0.88% among 340,000;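 active means inhibition above about 50% at 20 µM, limit read from the data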;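 further: plate controls were DMSO wells with enzyme for no effect and wells lacking enzyme for full effect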
#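 Test system: SCP-1 phosphatase catalytic domain, residues 76-261 | Compound dosing: One concentration, 20 µM, with 1.0% DMSO | Schedule: 45 min room-temperature reaction, 5 min colour, 30 min stabiliser | Detection: Absorbance at 630 nm | Read-out basis: % inhibition of SCP-1 phosphate liberation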
# DNMT1 inh = inhibitors of human DNMT1. P26358. hit rate 0.83% among 360,000. inhibition (reported as % activation of signal), % at 10 µM. AID 588458. DNMT1 molecular beacon, Hinp1I cleavage, fluorescence; in the data active means inhibition above about 50%
# NadD inh = NadD (S. aureus) enzyme inhibition; purified NadD enzyme, colorimetric absorbance read-out; inhibition, % at 20 µM; hit rate 0.78% among 360,000; in the data active means inhibition above about 26%; further: some compounds past the cut are filed as inactive
# SUMO1-SIM PPI = modulators of human SUMO1-mediated protein-protein interactions; P63165; SUMO1 binding to a labelled peptide, TR-FRET, 1 h; inhibition, % at 20 µM; hit rate 0.33% among 360,000; in the data active means inhibition above about 37%
# Target sequence (P63165 whole entry, looked up): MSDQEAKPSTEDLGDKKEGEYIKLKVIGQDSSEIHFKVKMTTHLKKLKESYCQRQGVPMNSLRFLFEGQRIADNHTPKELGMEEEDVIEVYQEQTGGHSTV
# STEP inh = blocks human striatal-enriched tyrosine phosphatase | AID 588621 | P54829 | recombinant STEP, OMFP fluorogenic substrate, fluorescence | hit rate 0.25% among 360,000 | inhibition, % at 20 µM;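 active means inhibition at 20 µM, scaled per plate between control wells, above about 37%, limit read from the data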;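 further: 0% = DMSO with enzyme and substrate and 100% = substrate only without enzyme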
#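 material = STEP tyrosine phosphatase | reagent = fluorogenic phosphatase substrate OMFP at 25 µM final | doses = single compound dose of 20 µM, 1% DMSO final | schedule = 20 min reaction, room temperature, in the dark | measured by = fluorescence, 480/540 nm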
# Tb MetRS inh = blocks T. brucei methionyl-tRNA synthetase activity. purified T. brucei MetRS, ATP depletion, Kinase-Glo luminescence. inhibition, % at 11.9 µM. hit rate 0.4% among 360,000. AID 624268;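 active means inhibition above a per-plate cutoff of the control wells' mean inhibition plus 3 SD, cut at about 5.5% in these data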;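 further: 0% = DMSO wells median and 100% = median of wells with control inhibitor compound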
#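 Dosing: 11.9 µM single point; system: parasite MetRS enzyme; technique: luminescence of leftover ATP; times: 15 min enzyme-compound preincubation, 2 h reaction, 10 min detection, 25 °C; replicates: each compound tested once; read-out basis: percent inhibition relative to median high and low control wells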
# Active calls of the source: *; i = inactive; . = no result given.
SMILES,Neddylation inh,LMPTP inh,SKN-1 inh,NRP1-CendR mod,Scp-1 inhibitor,DNMT1 inh,NadD inh,SUMO1-SIM PPI,STEP inh,Tb MetRS inh
CCOC(=O)c1cnc(-c2ccccc2)nc1-c1ccccc1,i,0.3,12,6,-5,0,-3,-2,2,0.1
COc1ccc(OCCCC(=O)Nc2cccc([N+](=O)[O-])c2C)cc1,i,-0.4,3,4,-4,-5,-3,-5,0,-0.1
O=C(C1CCC1)N1CCc2cc(S(=O)(=O)N3CCN(c4ccccn4)CC3)ccc21,i,3.5,-10,3,-7,0,-4,1,2,-0.2
Cc1csc2ncc(C(=O)N(Cc3ccccc3)c3ccccn3)c(=O)n12,i,-1.0,-11,1,-8,4,-1,3,-2,0.8
CCC(=O)Oc1ccc2c(=O)c(-c3ccc4ccccc4n3)c(CC)oc2c1C,i,-0.5,-5,-3,12,5,0,-1,1,-0.2
CC(=O)Nc1ccc(S(=O)(=O)NC(C)C(=O)OCC(=O)Nc2ccc(F)cc2Cl)cc1 (centres undefined),i,-2.1,-3,-10,.,-4,-5,-5,0,0.2
N#Cc1cc(-c2ccccc2)cnc1Sc1ccc(Cl)cc1,i,2.7,26,1,-14,-2,-1,-3,2,0.2
O=C(NCCc1ccccc1)c1ccccc1NC(=O)C1CC=CCC1C(=O)O (centres undefined),i,-0.9,-1,-3,0,10,0,0,-4,0.0
O=C(Cc1ccccc1)NC(=S)Nc1ccc(OC(F)F)cc1,i,1.6,5,0,-10,2,-2,5,2,-0.5
COCCCNC(=O)C1CCCN(S(C)(=O)=O)C1 (centres undefined),i,0.4,-1,1,12,0,-1,-3,-1,-0.5
CCOC(=O)C1(Cc2ccc(OC)cc2)CCN(C(=O)c2csc(C)n2)CC1,i,-0.1,6,4,-2,-1,7,-3,-1,0.5
CCOc1ccc(OCC)c(NC(=O)C2CCCN(S(=O)(=O)c3c(C)noc3C)C2)c1 (centres undefined),i,0.4,6,-5,-2,10,-1,1,-1,0.0
O=C1Nc2ccccc2-n2nnnc2C1N1CCN(c2ccccn2)CC1 (centres undefined),i,-0.7,8,-7,.,.,.,-1,.,-0.7
O=C(O)COc1ccccc1/C=C1\SC(=Nc2ccc(F)cc2)N(c2ccc(F)cc2)C1=O,i,1.0,6,-9,-9,3,4,-7,2,0.0
COCCNC(=O)CSc1ncnc2sccc12,i,-1.1,6,2,-7,2,-1,-2,-3,-0.5
CCN(CC(=O)Nc1ccc(Cl)c(S(=O)(=O)N(C)C)c1)CC(=O)NC(C)C,i,2.2,6,-1,1,0,1,-2,-1,0.4
CCc1cc(SC#N)cc(C)c1N,i,-1.4,1,-14,-8,-8,-1,-8,-3,0.4
O=C(O)c1cccc(S(=O)(=O)N2CC=C(c3ccccc3)CC2)c1,i,-0.2,-5,-3,4,-6,1,8,1,-0.1
CCN(c1ccccc1)S(=O)(=O)c1cccc(C(=O)NCc2ccccn2)c1,i,-8.8,19,-4,-9,-6,3,-58,0,0.0
Cc1c(C(=O)NC(C)c2ccccc2)c(-c2ccccc2)nn1-c1ccccc1 (centres undefined),i,-0.8,16,-13,-5,-1,3,0,0,-1.2
CCOc1ccccc1C(=O)NCC(=O)NC(C)c1ccc(-n2ccnc2)cc1 (centres undefined),i,-0.4,8,13,-7,7,1,-3,-1,0.0
O=[N+]([O-])c1ccc(N/N=C2/CCCCC2c2ccccn2)c([N+](=O)[O-])c1 (centres undefined),i,1.1,-4,1,-3,0,9,-27,2,-0.2
CCOC(=O)c1sc(N/N=C/c2ccc(N(C)C)cc2)nc1C,.,1.1,18,5,-8,6,3,0,-1,-1.3
Cc1ccc(C)c(NC(=O)CN(C)C(=O)C2=NNC(=O)CC2)c1,i,-0.2,11,0,-6,2,1,-1,-1,-0.3
CC1(C)CN(C2CCCCC2)C(=O)[C@H]1CC(=O)Nc1ccc(Br)cc1,i,0.9,-6,-7,.,4,-2,5,-1,0.0

# The list goes on.
SMILES,Neddylation inh,LMPTP inh,SKN-1 inh,NRP1-CendR mod,Scp-1 inhibitor,DNMT1 inh,NadD inh,SUMO1-SIM PPI,STEP inh,Tb MetRS inh
CCN(CC(=O)Nc1ccccc1OC)C(=O)c1cc(S(=O)(=O)N2CCCCCC2)ccc1OC,i,-1.0,5,0,-7,0,0,2,-1,-0.3
O=S(=O)(Nc1cccc(-c2nnco2)c1)c1ccc(Cl)cc1,i,-0.5,3,15,-15,-2,-1,0,0,-1.4
CCCN(Cc1cc2cccc(C)c2[nH]c1=O)C(=O)c1cccc(OC)c1,i,1.5,-1,23,4,0,-5,-1,2,-1.3
Cc1ccc(C)c(S(=O)(=O)N2CCCOC2CNC(=O)C(=O)NCCc2ccco2)c1 (centres undefined),i,-1.2,2,-6,-12,-1,-6,-3,3,-0.3
CS(=O)(=O)N1CCN(C(=O)NC23CC4CC(CC(C4)C2)C3)CC1,i,-1.0,19,0,-6,-2,-4,-1,-7,0.1
CN(CC(=O)NCCc1ccc(S(N)(=O)=O)cc1)CC(=O)Nc1ccc(Cl)cc1,i,-3.9,6,7,-8,-1,-2,2,0,0.0
CCOc1ccc2nc(Cl)c(CN(C(C)=O)C3CCCCC3)cc2c1,i,-0.4,9,6,-3,0,0,-2,3,-0.6
COc1cccc(-c2nnc(SCCOc3ccc4c(C)cc(=O)oc4c3)o2)c1,i,1.2,3,-12,-2,-1,-4,0,4,0.8
Cc1ccc(Cn2nnc3c(=O)[nH]c(C4CCN(S(=O)(=O)c5ccc(S(=O)(=O)NC6CC6)cc5)CC4)nc32)cc1,i,3.4,0,5,-8,-4,31*,3,-2,0.6
CCn1nc(C)c(Oc2ccccc2O)c1C,i,-1.2,-16,5,-5,1,9,1,2,-1.2
Cc1ccc2c(c1)cc(C(=O)N1CCN(c3ccccn3)CC1)n2C,i,1.9,-1,-3,-12,-2,-5,0,-3,-1.9
Nc1nc(SCC(=O)Nc2ccccc2Oc2ccccc2)n[nH]1,i,-0.6,1,-8,7,7,0,1,-2,-1.1
Cc1ccc(C(=O)Nc2nccc(C)n2)cc1,i,0.4,2,6,-10,0,-2,5,-1,1.2
COc1cccc(C(=O)Nc2ccc(C(=O)c3ccncc3)cc2)c1,i,0.3,-7,-4,-2,0,-2,-13,0,0.0
Cc1ccc(N2CC(C(=O)Nc3nnc(SCC(=O)Nc4cc(C)on4)s3)CC2=O)cc1 (centres undefined),i,0.4,12,-4,-10,26,39*,4,2,-0.4
Cc1cc(C)n2c(NC3CCCCC3)c(-c3cccnc3)nc2n1,i,1.5,15,-44,.,.,-1,-10,.,-1.1
O=C(c1ccccc1NS(=O)(=O)c1cccc([N+](=O)[O-])c1)N1CCOCC1,i,-1.4,-9,-7,2,1,7,-9,-2,-0.7
O=[N+]([O-])c1ccc(C(O)CSC(=S)N2CCCCC2)cc1 (centres undefined),i,0.8,-7,1,-12,-1,-11,-20,0,1.1
CCCNC(=O)C1(C)CCCN(C(=O)C2(c3ccc(Cl)cc3)CCCC2)C1 (centres undefined),i,0.1,1,-8,.,17,-2,4,1,-0.4
Cc1cc(C(=O)N/N=C/c2c3ccccc3cc3ccccc23)n[nH]1,i,3.9,0,6,23,5,8,-24,-3,0.1
COc1ccc(N(C(=O)CNC(=O)c2ccco2)C(C(=O)NCC2CCCO2)c2ccccc2)cc1Cl (centres undefined),i,0.1,-13,11,-10,0,-3,-1,0,-0.3
COc1ccccc1/C=C/C=N/N1CCN(Cc2ccc(Cl)cc2)CC1,i,-0.7,36*,2,2,-7,5,-2,8,-0.4
CCCCc1c(O)nc(SCC(=O)O)[nH]c1=O,i,-0.3,12,-4,-10,2,2,4,-1,-0.1
Cc1cc(-c2ccccc2)n(-c2ccc(C(N)=O)cc2)n1,i,-2.3,11,13,0,1,0,-3,-3,-0.2
CN(/N=C/c1ccc(O)cc1O)c1ncc(C(F)(F)F)cc1Cl,i,2.9,-1,-1,-11,3,2,-4,-3,0.4

# Next part.
SMILES,Neddylation inh,LMPTP inh,SKN-1 inh,NRP1-CendR mod,Scp-1 inhibitor,DNMT1 inh,NadD inh,SUMO1-SIM PPI,STEP inh,Tb MetRS inh
CCOCCCNC(=O)C1CCN(S(=O)(=O)N2CCCC2)CC1,i,0.5,4,5,-6,72*,-8,1,-2,-0.7
Clc1ccc(-c2nnc3n2CCCCC3)cc1,i,-1.5,10,17,-6,4,-5,-2,-1,-0.6
O=C(COC(=O)CNC(=O)C1CCCCC1)Nc1ccc2ccccc2c1,i,1.4,9,-4,-17,-1,7,-7,-2,-0.3
O=c1c2ccccc2cnn1Cc1n[nH]c(=S)n1-c1ccc(F)c(Cl)c1,i,-1.6,-7,-9,-1,3,-4,-1,0,-0.7
Cc1[nH]c(C)c(S(=O)(=O)N2CCN(c3cccc(Cl)c3)CC2)c1C(=O)N1CCCC1,i,0.9,8,4,-4,-4,4,4,2,0.1
CCOC(=O)c1c(C)[nH]c(C(=O)C(C)OC(=O)c2cnc(C)cn2)c1C (centres undefined),i,-1.3,10,-3,-5,0,-5,5,1,-0.2
Fc1c(F)c(F)c(CSc2nc3ccccc3[nH]2)c(F)c1F,i,0.3,-7,9,-3,-4,-6,1,1,0.2
COc1ccc(C(=O)NCCNc2ccc([N+](=O)[O-])cn2)cc1,i,-1.0,3,8,2,-1,-2,-40,0,-0.8
CCOC(=O)N1CCC(Nc2ccc(N3C(=O)C4CCCCC4C3=O)cc2[N+](=O)[O-])CC1 (centres undefined),i,0.3,11,2,-5,-2,0,-36,2,-1.1
Cn1nnnc1SCCNCc1ccccc1F,i,-3.5,-15,12,-8,-1,-3,-5,3,-0.6
O=C(CCc1nnc(Cc2c[nH]c3ccccc23)o1)NC(C1CC1)C1CC1,i,2.0,2,0,-3,12,-3,2,-3,1.5
COc1ccc(-c2cc(-c3nnc(COC(=O)CC4CC5CCC4C5)o3)c3ccccc3n2)cc1OC (centres undefined),i,5.1,2,-10,20,-14,12,-5,1,-1.8
COc1ccc(-c2cc(C(=O)n3cnc4ccccc43)c3ccccc3n2)cc1,.,0.5,38*,-1,2,1,5,-2,-2,-0.7

# Structures listed so far that have a COOH group (four):
SMILES,Neddylation inh,LMPTP inh,SKN-1 inh,NRP1-CendR mod,Scp-1 inhibitor,DNMT1 inh,NadD inh,SUMO1-SIM PPI,STEP inh,Tb MetRS inh
O=C(NCCc1ccccc1)c1ccccc1NC(=O)C1CC=CCC1C(=O)O (centres undefined),i,-0.9,-1,-3,0,10,0,0,-4,0.0
O=C(O)COc1ccccc1/C=C1\SC(=Nc2ccc(F)cc2)N(c2ccc(F)cc2)C1=O,i,1.0,6,-9,-9,3,4,-7,2,0.0
O=C(O)c1cccc(S(=O)(=O)N2CC=C(c3ccccc3)CC2)c1,i,-0.2,-5,-3,4,-6,1,8,1,-0.1
CCCCc1c(O)nc(SCC(=O)O)[nH]c1=O,i,-0.3,12,-4,-10,2,2,4,-1,-0.1

# Source: PubChem (several laboratories)
